Source: PubChem BioAssay (National Center for Advancing Translational Sciences (NCATS))
HP1b binding inh = blocks HP1-beta chromodomain binding to methylated histone tails; actives 0.56% (n = 390,000); Potency, µM (titrated, usually from 114 µM), without a hit: top-dose activity change, negative = inhibition, usual class: inhibitors; AlphaScreen HP1-beta / biotin-H3K9me3 peptide binding; AID 540317; further: nearly all actives have a fitted effect of over 70% in size; inactives centre near 23
Target sequence (P83916 whole entry, looked up): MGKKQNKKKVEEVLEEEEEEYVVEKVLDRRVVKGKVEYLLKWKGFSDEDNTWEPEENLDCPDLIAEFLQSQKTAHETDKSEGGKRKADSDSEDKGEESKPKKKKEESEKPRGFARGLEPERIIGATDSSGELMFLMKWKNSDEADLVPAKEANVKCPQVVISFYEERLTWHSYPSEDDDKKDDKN
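HP1-beta protein (50 nM final) preincubated 30 min at room temperature with biotinylated H3(1-18)K9me3 peptide (50 nM) in PBS pH 7.4, 0.01% Tween-20, then compound added for 30 min. AlphaScreen streptavidin donor/nickel chelate acceptor beads (10 ug/mL final), 30 min dark, luminescence read.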
POLI inh = DNA polymerase iota (human) inhibition; Potency, µM (top dose mostly 115 µM), without a hit: at the top dose activity, negative = inhibition, most hits filed as inhibitors; AID 588590; Pol iota fluorescent replication assay, 10 min; Q9UNA4; actives 1% (n = 390,000)
Target sequence (Q9UNA4 whole entry, looked up): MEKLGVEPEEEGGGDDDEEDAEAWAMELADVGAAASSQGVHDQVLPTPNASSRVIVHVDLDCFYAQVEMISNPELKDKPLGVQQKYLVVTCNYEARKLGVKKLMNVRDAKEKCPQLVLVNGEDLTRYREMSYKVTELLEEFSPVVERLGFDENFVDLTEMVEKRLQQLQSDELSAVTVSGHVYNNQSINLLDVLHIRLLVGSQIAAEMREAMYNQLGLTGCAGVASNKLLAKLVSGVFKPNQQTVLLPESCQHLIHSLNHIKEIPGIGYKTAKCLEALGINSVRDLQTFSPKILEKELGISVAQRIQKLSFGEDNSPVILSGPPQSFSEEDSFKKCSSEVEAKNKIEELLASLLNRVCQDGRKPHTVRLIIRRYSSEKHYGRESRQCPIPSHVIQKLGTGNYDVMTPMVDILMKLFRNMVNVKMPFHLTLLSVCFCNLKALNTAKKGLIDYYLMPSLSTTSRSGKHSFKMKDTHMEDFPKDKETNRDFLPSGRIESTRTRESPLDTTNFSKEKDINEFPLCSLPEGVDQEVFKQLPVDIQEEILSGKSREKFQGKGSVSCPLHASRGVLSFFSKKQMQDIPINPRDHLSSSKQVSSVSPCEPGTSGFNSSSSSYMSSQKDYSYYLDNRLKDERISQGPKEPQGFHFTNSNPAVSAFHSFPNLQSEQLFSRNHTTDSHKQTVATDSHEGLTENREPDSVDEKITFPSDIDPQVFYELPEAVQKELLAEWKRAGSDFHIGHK
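Pol iota at 10 nM preincubated 15 min with compounds at room temperature; reaction started with fluorescent substrate, 50 nM final. Fluorescence read kinetically at 0 and 10 min; buffer-only wells as negative control.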
Pin1 inhibitor = blocks the human prolyl isomerase Pin1 | actives 0.009% (n = 390,000) | Q13526 | AID 504891 | Pin1 FP peptide displacement, HiFluor488, 10 min | Potency, µM (series often up to 115 µM), for inactives: top-dose activity, negative = inhibition, hits mostly inhibitors; active means well fitted inhibition curve with a large enough effect in the polarisation, with a control signal flat, not every such curve was filed as active; inconclusive means small, poorly fitted or top-dose-only effect, or effect the other way, or a change in a side signal; inactive means no such curve, though single readings can be large or run the other way; the % refers to the polarisation; further: on the % scale 0 is the no-effect control and ±100 the full control effect
Target sequence (Q13526 whole entry, looked up): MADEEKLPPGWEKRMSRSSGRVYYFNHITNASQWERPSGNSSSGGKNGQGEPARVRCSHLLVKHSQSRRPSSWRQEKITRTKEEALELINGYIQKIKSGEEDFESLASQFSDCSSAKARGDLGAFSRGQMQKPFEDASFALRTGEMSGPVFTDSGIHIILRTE
Tb PGK inh = blocks T. brucei phosphoglycerate kinase; P07378; PGK/GAPDH coupled, Kinase-Glo luminescence, 60 min; Potency, µM (highest dose often 57.5 µM), for the others: at the top dose activity change, negative = inhibition, actives largely listed as inhibitors; actives 0.043% (n = 380,000); AID 602233; further: on the % scale 0 is the no-effect control and ±100 the full control effect; nearly all actives have a fitted effect of over 60% in size
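Luminescent ATP detection (Kinase-Glo Plus) follows a 60-minute room-temperature incubation, with wells lacking PGK as controls. Buffer: 100 mM TEA (pH 7.6), 5 mM MgCl2, 0.01% Tween-20. Coupling enzyme GAPDH (100 nM final) supplies unstable 1,3-BPG in-well.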
BAZ2B block = inhibitors of human BAZ2B bromodomain; AlphaScreen BAZ2B-H3K14Ac peptide displacement; Potency, µM (top dose mostly 114 µM), for the others: at the top dose activity change, negative = inhibition, most hits filed as inhibitors; actives 4.4% (n = 360,000); AID 504333; further: on the % scale 0 is the no-effect control and ±100 the full control effect; nearly all actives have a fitted effect of over 60% in size
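AlphaScreen luminescence quantifies BAZ2B engagement of H3K14Ac peptide; the protein and biotinylated peptide are both at 50 nM final, buffer PBS pH 7.4 with 0.01% Tween-20, all steps at room temperature.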
GLS inh = glutaminase GLS (human) inhibition; O94925; GLS enzymatic activity, qHTS titration; Potency, µM (titrated, usually from 45.5 µM), for the others: at the top dose activity change, negative = inhibition, usual class: inhibitors; actives 0.21% (n = 410,000); AID 624170; further: on the % scale 0 is the no-effect control and ±100 the full control effect
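Human kidney-isoform GLS in 45 mM KH2PO4 pH 8.2, 0.02% Tween-20, with compound, started with 1mM L-Glutamine (added stock). Glutamate oxidase/HRP/Amplex red coupled fluorescence read at start and after 30 min at RT.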
BLM inh = blocks DNA unwinding by human BLM helicase; P54132; recombinant BLM DNA unwinding, fluorescence dequenching; Potency, µM (titrated, usually from 56.1 µM), for inactives: at the highest dose activity change, negative = inhibition, most hits filed as inhibitors; actives 0.2% (n = 350,000);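 further: plate controls were vehicle for no effect and no enzyme for full effect; nearly all actives have a fitted effect of over 35% in size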
JMJD2A Tudor = inhibitors of human JMJD2A Tudor domain | O75164 | AlphaScreen JMJD2A-Tudor / H3K4me3 peptide binding | Potency, µM (titrated, usually from 114 µM), for inactives: top-dose activity change, negative = inhibition, actives largely listed as inhibitors | actives 4.4% (n = 390,000) | AID 504339; further: on the % scale 0 is the no-effect control and ±100 the full control effect; nearly all actives have a fitted effect of over 50% in size
G9a block = inhibitors of human histone lysine methyltransferase G9a; G9a H3K9 monomethylation, AlphaScreen, 2 h; Potency, µM (titrated, usually from 102 µM), for the others: top-dose activity, negative = inhibition, actives largely listed as inhibitors; actives 8.8% (n = 350,000); AID 504332; further: on the % scale 0 is the no-effect control and ±100 the full control effect; nearly all actives have a fitted effect of over 75% in size
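Readings reflect AlphaScreen signal from monomethyl-H3K9 antibody detection. HMT at 20 nM; substrate b-H3K9 500 nM; cofactor SAM 20 uM; 2 h RT reaction; compounds tested as titrations in qHTS with 15 min preincubation.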
* marks the source's active call; other numbers are inactive results; i = inactive; ? = inconclusive; nt = no result given; & = joins results of further samples; [ ] = dose if it differs, or a comment. Unless noted, the call rests on the fitted dose curve; in most records, active means well fitted curve in the direction sought with a large enough effect; inconclusive means small, poorly fitted or top-dose-only effect, or another doubt; inactive means no such curve, though single readings can be large; an effect the other way counts as inactive or inconclusive. Potency means the concentration at half of the fitted maximal effect. The list is partial, so the mix of outcomes need not match the whole.

SMILES	HP1b binding inh	POLI inh	Pin1 inhibitor	Tb PGK inh	BAZ2B block	GLS inh	BLM inh	JMJD2A Tudor	G9a block
O=C(COC(=O)C12CC3CC(CC(Cl)(C3)C1)C2)Nc1ccc2[nH]c(=O)[nH]c2c1	12%	8%	8%	-10%	13%	-2%	nt	-19%	21%[12.7 µM]
O=C(COC(=O)C1CC2CCCC(C1)C2=O)Nc1ccc(F)c(Cl)c1 (stereo unspecified)	54%[activator]	18%	-3%	-7%	nt	-5%	nt	-4%	nt
O=[N+]([O-])c1ccc(N/N=C/c2sc(N3CCOCC3)nc2-c2ccccc2)c(S(=O)(=O)Nc2ccccc2Cl)c1	-9%	-25%	?	-6%	?	-4%	-5%	-32%	71µM*
COc1cccc(/C=N/NC(=O)c2cccc([N+](=O)[O-])c2)c1OS(=O)(=O)c1ccccc1	5%	24%	3%	2%	-30%	9%	-8%	-21%	13%
Nc1nnc(-c2ccc(F)cc2)s1	13%	8%	0%	-7%	-8%	2%	-2%	-6%	-2%[0.501 µM]
COc1ccc(Cl)cc1C(=O)NC(=S)Nc1cc(-c2nc3ccccc3[nH]2)ccc1C	-15%	-1%	22%	3%	?	2%	4%	-31%	?
Cc1cccc(NC(=O)CSc2nc3c([nH]c4ccccc43)c(=O)n2C)c1	39%[activator]	-2%&7%	3%&0%	8%	-27%&2%	0%&7%	-2%&-1%	?	-28%
COc1ccc(CN(C)C(=O)c2ccc(Cl)c(S(=O)(=O)NCc3cccnc3)c2)cc1F	27%	31%[activator]	0%	-11%	-21%	2%	nt	-17%	?
Cc1ccc2ncc(NC(=O)c3ccc(F)cc3)c(=O)n2c1	31%	-5%	1%	-6%	9%	4%	-1%	4%	-4%
Cn1cc(C(=O)NCC2COc3ccccc3O2)c(=O)c2cc(S(=O)(=O)N3CCCCC3)ccc21 (stereo unspecified)	-10%	-9%	28%	nt	-6%	-4%	-5%	-9%	-2%
O=C(C1CCCN(c2ncnc3c2nc2n3CCCCC2)C1)N1CCN(c2ccccc2)CC1 (stereo unspecified)	43%[activator]	23%	-10%	3%	-32%	2%	0%	-8%	4%
CN(C)CCCN(C(=O)/C=C/c1cccs1)c1nc2ccc(F)cc2s1	47%[activator]	?	nt	-6%	nt	7%	0%	38%[activator]	?
CCc1nc2c(oc3ccccc32)c(=O)[nH]1	28%	24%	-5%	2%	9%	-3%	-5%	0%	10%[0.501 µM]
Cc1cccc(C(C(C(=O)c2ccccc2)N2CCOCC2)N2CCOCC2)c1 (stereo unspecified)	6%[57 µM]	-1%	-1%	-5%	nt	2%	nt	-8%	nt
Cn1ccnc1SCCNC(=O)CCc1nnc(CCc2ccccc2)o1	31%	6%	-2%	-15%	-9%	6%	-2%	-22%	3%
O=C(Nc1ccc(N2CCCCC2)cc1)C1CCCN1S(=O)(=O)c1ccc(F)cc1 (stereo unspecified)	-11%	5%	2%	-8%	?	20%	nt	?	5%[12.7 µM]
Cn1nc(-c2ccccc2)c(C#N)c1Sc1cccc(Cl)c1	138%[activator]	10%	10%	-10%	73%[activator]	4%	-3%	109%[activator]	14%[12.7 µM]
Cc1csc(Sc2ccc(C(=O)OCC(=O)Nc3ccc(OC(F)(F)F)cc3)cc2[N+](=O)[O-])n1	-6%	11%	0%	1%	-36%	3%	-3%	-21%[57.1 µM]	-15%[12.7 µM]
Nc1ccc(C(=O)CC(=O)Nc2ccc(Cl)cc2)cc1	57%[activator]	-18%	0%	5%	-19%	-6%	-3%	-9%	-6%[2.33 µM]
CN(C)CCCNc1cc(-c2ccccc2)nc2cc(-c3cccc(F)c3)nn12	-18%	-27%	3%	-5%	-5%	4%	56%[activator]	6%	15%
CC(C)Cc1nnc(NC(=O)CCC(=O)NC2CCCCCCC2)s1	19%	-3%	0%	-7%	-4%	18%	-3%	-26%	0%[0.0925 µM]
COCCCNC(=O)C1CCN(C(=O)Nc2ccc(Cl)cc2)CC1	41%[activator]	12%	-3%	6%	-4%	nt	-1%	18%	0%[59 µM]
COc1cc(NS(=O)(=O)c2cc3c(cc2C)N(C)CCO3)cc(OC)c1OC	10%	?	-1%	i	-29%	6%	0%	-13%	-13%[59 µM]
CCON1C(=O)C(C)(C)N(OCC)C(=O)C1(C)C	18%	38%[activator]	-2%	-4%	-1%	-4%	-2%	1%	19%
CCOC(=O)c1cc2c(=O)n3ccccc3nc2n(C(C)C)c1=NC(=O)c1ccco1	32%	113%[activator]	6%	-5%	-12%	-4%	2%	2%	6%
COc1ccc(N/C=C2\C(=O)c3c(sc(C)c3C)N(C)S2(=O)=O)cc1	20%	143%[activator]	11%	-2%	1%	-6%	-3%	-9%	-12%
COC(=O)NNC(=S)Nc1cc(OC)ccc1OC	-9%	-12%[58.9 µM]	-4%	i	?	4%	-2%	?	45µM*
CCC(C)NC(=O)C(Cc1ccccc1)NS(=O)(=O)c1ccc2c(c1)oc(=O)n2C (stereo unspecified)	49%[activator]	-5%	3%	-2%	-1%	1%	1%	-15%	nt
COc1ccc(NC(=O)c2ccccc2Sc2ccc(NC(C)=O)nc2)cc1	7%	-1%	-4%	1%	?	0%	-9%	-24%	20µM*
CC(=O)N(Cc1ccccn1)Cc1ccco1	23%	-19%[58.9 µM]	?	-1%	0%	4%	-3%	30%	nt
CNC(=O)C1CCN(Cc2cc3ccccc3n2Cc2cccc(C)c2)CC1	-17%	32%[activator]	-7%	-5%	?	3%	-1%	-30%	-1%[59 µM]
CCOc1ccc(N2C(=O)CC(Sc3nc(-c4cccs4)cc(C(F)(F)F)c3C#N)C2=O)cc1 (stereo unspecified)	13%	-1%	19%	-19%	-34%	-3%	-2%	-34%	nt
CCOc1ccc(CC(=O)NCCc2sc(-c3cccc(F)c3)nc2C)cc1	24%[57 µM]	5%	-10%	-8%	3%	6%	5%	-19%	-2%[59 µM]
CCOC(=O)/C=C/C(=O)OCC(=O)Nc1ccc(OC)c(Cl)c1	37%	?	-1%	-8%	-10%	-1%	0%	0%	9%[59 µM]
COc1ccc(OC)c(NC(=O)Nc2nnc(N3CCCCC3C)s2)c1 (stereo unspecified)	37%	-4%	-5%	-4%	?	-16%	-9%	-9%[11.4 µM]	nt
CC(C)CC(=O)N1CCN(Cc2ccc(Cl)cc2)CC1	?	119%[activator]	-9%	5%	?	1%	1%	10µM*	nt
O=C1CN2C(=Nc3ccc(Br)cc3C2c2ccccc2)CCN1 (stereo unspecified)	11%	1%	-2%	-6%	2%	10%	1%	-3%	1%
CCC(=O)Nc1nonc1-c1nc2ccccc2n1Cc1ccc(Cl)c(Cl)c1	20%	?	1%	i	nt	-2%	nt	-27%	nt
C[C@]12CCC3C(CC[C@H]4CCCC[C@]34C)C1CC[C@@]2(O)CNCCO (stereo partly specified)	-8%	151%[activator]	-6%	-2%	-1%	0%	2%	-9%	-5%
Cc1ccc(-c2noc(C(C)NS(=O)(=O)c3ccc(C)cc3)n2)cc1 (stereo unspecified)	30%	10%	-3%	1%	10%	2%	-5%	1%	7%[59 µM]
COc1cccc(C(=O)c2cn(CC(=O)NCc3ccccc3)c3nc(C)ccc3c2=O)c1	61%[activator]	6%	51%[activator]	8%	8%	-13%	-3%	?	14%[59 µM]
CCc1nnc2sc(-c3ccc(NC(=O)c4ccco4)cc3)nn12	22%	?	?	4%	7%[57.1 µM]	nt	-5%	2%	?
COc1ccc2c(c1OC)C(=O)OC2C/C(=N\NC(N)=O)c1ccccc1 (stereo unspecified)	31%	-13%	-3%	-4%	0%	-12%	3%	-7%	-2%
COc1ccc(CN(Cc2ccccc2)C(=O)C2CC2)cc1COc1ccc(NC(C)=O)cc1	10%	?	?	nt	nt	nt	nt	?	nt
COc1cccc(/C=C/C(=O)Nc2cccc(C(C)=O)c2)c1OC	31%	16%	1%	-1%	-13%	0%	-1%	1%	-10%
CCOC(=O)c1c(C)[nH]c(C)c1S(=O)(=O)NCC1CCN(Cc2ccccc2OC)CC1	22%	17%	-8%	10%	-25%	-3%	2%	-14%	-4%
O=C(O)/C(=C\c1cccc(C(F)(F)F)c1)c1ccc(S(=O)(=O)N2CCCC2)s1	34%	?	5%	i	-22%	0%	nt	-3%	-43%[12.7 µM]
Cc1c(C(=O)N2CCN(Cc3ccc4c(c3)OCO4)CC2)sc2ncnc(N3CCN(c4ccccc4F)CC3)c12	46%[activator]	-10%	0%	i	?	0%	-5%	12%	nt
COc1ccc(NCc2cc3cc4c(cc3n(CC(=O)Nc3ccc(C)c(C)c3)c2=O)OCO4)cc1	3%	12%	0%	2%	-29%	-17%	-8%	-30%	?
Cc1nc2c([nH]c3ccc(Br)cc32)s1	14%	-5%[58.9 µM]	-8%	-10%	-5%	0%	0%	-9%	-33%[59 µM]
CCOC(=O)c1nn(-c2ccccc2C)c2nc(CC(C)C)c(C#N)c(=O)n12	44%[activator]	9%	2%	1%	10%	nt	0%	7%	25%[59 µM]
COc1ccc(C(=O)Cc2nnc(C)s2)cc1	21%	82%[activator]	4%	-1%	-23%	1%	-15%	-23%	4%
Cc1ccnc(NC(=O)C2CC(=O)N(Cc3ccccc3)C2)c1 (stereo unspecified)	17%	24%	2%	-2%	-6%	-8%	nt	-6%	-36%

A second format for some results above.
| Compound | HP1b binding inh | POLI inh | Pin1 inhibitor | Tb PGK inh | BAZ2B block | GLS inh | BLM inh | JMJD2A Tudor | G9a block |
| --- | --- | --- | --- | --- | --- | --- | --- | --- | --- |
| O=C1CN2C(=Nc3ccc(Br)cc3C2c2ccccc2)CCN1 (stereo unspecified) | 11% | 1% | -2% | -6% | 2% | 10% | 1% | -3% | 1% |
| CCC(=O)Nc1nonc1-c1nc2ccccc2n1Cc1ccc(Cl)c(Cl)c1 | 20% | ? | 1% | i | nt | -2% | nt | -27% | nt |
| C[C@]12CCC3C(CC[C@H]4CCCC[C@]34C)C1CC[C@@]2(O)CNCCO (stereo partly specified) | -8% | 151%[activator] | -6% | -2% | -1% | 0% | 2% | -9% | -5% |
| Cc1ccc(-c2noc(C(C)NS(=O)(=O)c3ccc(C)cc3)n2)cc1 (stereo unspecified) | 30% | 10% | -3% | 1% | 10% | 2% | -5% | 1% | 7%[59 µM] |
